Compound activity (PubChem)
rTrxR1 inhibitor: blocks rat thioredoxin reductase 1 | O89049 | recombinant rTrxR1, NADPH fluorescence consumption, selenite substrate | Potency, µM (doses to about 114 µM), without a hit: at the highest dose activity change, negative = inhibition, actives largely listed as inhibitors | 1% of 390,000 active | AID 588453; also: potency is read from the fitted curve at half-maximal effect; % is scaled to controls: 0 for no effect and ±100 for the full control effect; nearly all actives have a fitted effect of over 65% in size
Target sequence (O89049 whole entry, looked up): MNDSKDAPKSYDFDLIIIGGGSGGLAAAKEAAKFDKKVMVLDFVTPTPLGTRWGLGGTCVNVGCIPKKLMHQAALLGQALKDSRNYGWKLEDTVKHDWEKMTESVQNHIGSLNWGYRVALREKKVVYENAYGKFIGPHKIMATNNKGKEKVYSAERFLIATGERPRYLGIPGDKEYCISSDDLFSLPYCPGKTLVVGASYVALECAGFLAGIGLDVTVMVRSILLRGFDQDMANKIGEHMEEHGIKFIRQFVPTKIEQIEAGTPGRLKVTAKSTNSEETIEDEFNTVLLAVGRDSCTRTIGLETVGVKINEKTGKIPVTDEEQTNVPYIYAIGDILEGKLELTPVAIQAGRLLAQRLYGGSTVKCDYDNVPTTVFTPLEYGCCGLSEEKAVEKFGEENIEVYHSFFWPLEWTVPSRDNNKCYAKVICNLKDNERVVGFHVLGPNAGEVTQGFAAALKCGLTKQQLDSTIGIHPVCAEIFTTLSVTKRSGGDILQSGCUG
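Rat TrxR1 (90 nM in the dispensed reagent) was pre-reduced with 400 uM NADPH for 5 min at room temperature, then incubated with compound for 15 min. After 400 uM selenite was added, NADPH fluorescence (Ex 340/Em 450 nm) was followed for 8 min.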
TRHR ag: agonists of human TRH receptor | AID 493084 | activation, % at 2 µM | TRHR cells, calcium flux fluo-8, FDSS agonist mode | 0.18% of 360,000 active | P34981; in the data active = activation above about 30%; also: 0% is about no effect
Target sequence (P34981 whole entry, looked up): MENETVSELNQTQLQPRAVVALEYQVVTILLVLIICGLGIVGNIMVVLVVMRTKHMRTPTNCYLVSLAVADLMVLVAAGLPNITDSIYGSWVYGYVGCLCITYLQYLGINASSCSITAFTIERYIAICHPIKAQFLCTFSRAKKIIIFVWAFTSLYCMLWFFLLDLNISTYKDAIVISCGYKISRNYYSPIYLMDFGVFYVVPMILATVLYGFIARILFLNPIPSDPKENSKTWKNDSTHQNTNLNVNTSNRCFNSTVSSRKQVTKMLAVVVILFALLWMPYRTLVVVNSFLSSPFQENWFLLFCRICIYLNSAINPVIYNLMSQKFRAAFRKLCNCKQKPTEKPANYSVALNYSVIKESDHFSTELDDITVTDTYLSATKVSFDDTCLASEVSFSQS
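Fluo-8-loaded TRHR cells; 10 s baseline, compound added, kinetic Ca2+ fluorescence read 1/s, agonist mode.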
TRHR PAM: TRH receptor (human) allosteric enhancement; TRHR cells, fluo-8 calcium fluorescence, EC20 TRH enhancement; 0.66% of 360,000 active; AID 493056; enhancement, % at 2 µM; P34981; in the data active = enhancement above about 30%; also: 0% is about no effect
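Enhancer read-out: after compound pinning and an initial kinetic agonist-mode read, an EC20 of TRH (10 nM final) was injected and fluo-8 calcium signal (Ex 480/Em 530) followed at 1 s/cycle for 100 cycles in TRHR-expressing cells.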
PI4K2A block: blocks human PI4K2A kinase activity; Q9BTU6; purified PI4K2A, ADP-Glo luminescence, 1 h; active compounds read low; activity change, negative = inhibition, % at 76.9 µM; 0.13% of 420,000 active; in the data active = activity change below about -50%; inconclusive = mostly about -30% to -49%;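 also: -100% = wells without enzyme as full effect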
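In this quantitative HTS, ADP production by PI4K2A was quantified luminescently after 1 h at ambient temperature; 100 microM adenosine served as plate-quality control.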
USP1-UAF1 inh: inhibitors of human USP1/UAF1 deubiquitinase. O94782. recombinant USP1/UAF1, Ub-Rhodamine cleavage fluorescence. Potency, µM (series often up to 57.1 µM), for the others: at the highest dose activity change, negative = inhibition, most hits filed as inhibitors. 0.23% of 390,000 active. AID 743255; also: potency is read from the fitted curve at half-maximal effect; % is scaled to controls: 0 for no effect and ±100 for the full control effect; nearly all actives have a fitted effect of over 60% in size; inactives centre near -12
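USP1/UAF1 complex at 1 nM was preincubated with compound for 15 min at room temperature, then Ub-Rho substrate (150nM final) was added. Fluorescence (480/540 nm) was read kinetically, 6 reads every 60 seconds.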
IDH1 R132H inh: human IDH1 R132H inhibition; O75874; IDH1-R132H enzyme, NADPH consumption, diaphorase/resazurin fluorescence; Potency, µM (top dose mostly 76.6 µM), for the others: at the top dose activity change, negative = inhibition, hits mostly inhibitors; 0.093% of 390,000 active; AID 602179; also: potency is read from the fitted curve at half-maximal effect; % is scaled to controls: 0 for no effect and ±100 for the full control effect; nearly all actives have a fitted effect of over 65% in size
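IDH1-R132H (0.5 ug/mL) preincubated 30 min with compound, then NADPH (0.016 mM) and alpha-KG (2 mM) added; 80 min at RT, pH 7.5. Remaining NADPH coupled via diaphorase/resazurin to fluorescence (540/590 nm); concentration-response curves normalized to no-enzyme control.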
D2 antagonist: D2 dopamine receptor (human) antagonism. P14416. HEK293 TREx D2 cells, calcium flux, dopamine EC80. inhibition, % at 10 µM. 2% of 340,000 active. AID 485344; in the data active = inhibition above about 30%; also: 0% is about no effect
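Antagonism is scored as inhibition of an EC80 dopamine-evoked calcium signal in a force-coupled, tetracycline-inducible HEK293 T-REx D2 line, with compound present 180 s before agonist.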
TrxR1 substrate: rat thioredoxin reductase 1 substrate activity; O89049; purified TrxR1 substrate turnover, NADPH consumption readout; Potency, µM (doses to about 114 µM), inactives show at the top dose activity change, negative = substrate turnover; 0.01% of 390,000 active; also: potency is read from the fitted curve at half-maximal effect; % is scaled to controls: 0 for no effect and ±100 for the full control effect; nearly all actives have a fitted effect of over 50% in size
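Rat TrxR1, dispensed at 90 nM, was prereduced with 400 uM NADPH (final) for 5 min at ~22 deg C, then incubated with compound 15 min before 400 uM selenite. A first-read NADPH fluorescence drop versus no-compound background flagged substrates.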
D2 ag: agonists of human D2 dopamine receptor; P14416; HEK293 T-REx D2 cells, calcium flux agonist mode; activation, % at 2 µM; 0.53% of 340,000 active;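 active = activation over 3 SD above normal in the single-dose calcium agonist read, cut at about 30% in these data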; also: 0% is about no effect
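Tetracycline-induced HEK293 T-REx cells with force-coupled D2 receptor, plated overnight at 30 C, loaded with no-wash calcium dye. After a 10 s baseline, compound was pin-added and calcium flux read kinetically for 180 s; calcium rises flagged agonists.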
* = called active by the depositor; ? = inconclusive; . = not tested or not shown; & = joins results of further samples; [ ] = another dose, or the depositor's remark. Unless noted, calls follow the shape of the dose curve; as a rule, active = well fitted inhibition curve with a large enough effect; inconclusive = small, poorly fitted or top-dose-only effect; inactive = no such curve, though single readings can be large or run the other way.

SMILES	rTrxR1 inhibitor	TRHR ag	TRHR PAM	PI4K2A block	USP1-UAF1 inh	IDH1 R132H inh	D2 antagonist	TrxR1 substrate	D2 ag
C=CCn1c(SCC(=O)c2cccs2)nc2sc(CC)cc2c1=O	1%	0.4	-11	-15	-25%	-14%	-1	-4%	0.6
COC(=O)C1=C(COc2ccccc2)NC(=O)NC1c1ccc2ccccc2c1 (configuration not stated)	15%[57.1 µM]	.	.	1	-24%	17%	.	-7%[57.1 µM]	.
C=CCn1c(C(C)NC(=O)c2cccs2)n[nH]c1=S (configuration not stated)	-14%	-0.1	3	-2	-19%	3%	4	-2%	0.4
Cc1ccccc1CCNC(=O)c1cc(C2CC2)nc2c1cnn2C(C)C	16%	-0.6	20	9	-17%	1%	-5	16%	0.7
Cc1cccc(N2CCC(N=CN(C)C)=N2)c1	-7%	-0.6	-2	3	-8%	5%	-9	-6%	0.5
Cn1c(N/N=C/c2c[nH]c3ccccc23)nc2ccccc21	5%	-2.2	0	9	-20%	1%	20	2%	-0.1
COc1ccc(Br)c(C(=O)Nc2cc3c(cc2N2CCOCC2)n(C)c(=O)n3C)c1	-8%	-0.8	1	2	-6%	?	.	-7%	-0.1
O=c1c2ccc(Cl)cc2[nH]c(=S)n1Cc1cccnc1	3%	1.0	-4	-2	-1%	-4%	1	-4%	-0.1
Cc1cnc(NC(=O)CSc2nc3ccccc3s2)s1	-7%[57.1 µM]	-0.1	1	-3	-20%	7%	-17	5%[57.1 µM]	0.5
O=C(O)c1ccccc1-c1ccccc1C(=O)NCc1ccco1	?	0.6	1	2	-8%	1%	-2	-11%	0.4
CC1=NCCN1CCNC(=O)Nc1ccc(F)cc1	16%	2.5	-3	-7	-13%	-4%	11	6%	0.0
COc1ccc(NC(=O)CCC(=O)Nc2nnc(C(C)C)s2)cc1Cl	-8%	-0.2	11	3	-10%	-11%	14	-10%	0.5
COc1cccc(C2CC(=O)Nc3cc(OC)c(OC)c(OC)c32)c1OC (configuration not stated)	2%[57.1 µM]	0.3	-1	-1	-5%	2%	9	3%[57.1 µM]	-0.1
Cc1cc(S(=O)(=O)n2cnc3cc([N+](=O)[O-])ccc32)ccc1Cl	-2%	-0.2	5	2	-7%	2%	4	-7%	-1.5
CCCn1c(CN2CCN(C(=O)OCC)CC2)nc2cc([N+](=O)[O-])ccc21	3%[57.1 µM]	-0.4	-10	5	-16%	6%	-16	6%[57.1 µM]	0.6
CCN(CC)c1ccc(S(=O)(=O)N2CCOCC2)cc1NC(=O)COC(=O)C1=COCCO1	8%[57.1 µM]	.	.	0	-13%	7%	.	5%[57.1 µM]	.
CC(C)=CC(=O)Nc1ccccc1Br	4%	0.0	6	4	3%	0%	-12	-4%	-1.0
COc1ccc(CNC(=O)c2nnn(-c3cccc(C(F)(F)F)c3)c2N)cc1	9%[57.1 µM]	1.1	4	-1	-26%	2%	-6	3%[57.1 µM]	0.1
COC(=O)c1cc(C)ccc1/C=C1/Cc2c(C)cc(C)cc2C1=O	-6%[11.4 µM]	.	.	-1	-21%	5%	.	-8%[57.1 µM]	.
COc1ccccc1CNC(=O)CCS(=O)(=O)c1ccc(Cl)cc1	-14%	-0.4	7	2	-4%	-1%	-13	-12%	-0.2
COc1cccc(OC)c1C(=O)NC(=S)N1CCOCC1	22%[57.1 µM]	1.5	3	-3	-20%	9%	-9	8%[57.1 µM]	1.8
O=C(Nc1ccc2oc(-c3ccccc3)nc2c1)c1ccncc1	10%[57.1 µM]	0.8	7	9	-2%	0%	10	7%[57.1 µM]	0.8
Cc1ccc(CNC(=O)CN2C(=O)NC(C)(c3ccccc3Cl)C2=O)cc1 (configuration not stated)	10%[57.1 µM]	-0.9	5	1	-10%	2%	-5	0%[57.1 µM]	0.2
O=C(O)c1ccc2oc(=O)n(Cc3ccccc3)c2c1	12%[57.1 µM]	0.6	-3	-5	-17%	-5%	.	4%[57.1 µM]	0.3
CCCNC(=O)Nc1cc(OC)c(OC)cc1Cc1nccc2cc(OC)c(OC)cc12	24%	0.2	4	5	-4%	0%	-42	1%	0.7
CCOC(=O)N1CCN(c2ncnc3c2cnn3-c2ccc(OC)cc2)CC1	2%	-0.8	-10	2	-14%	7%	2	15%	-0.1
NC(=O)c1ccc(OCC(F)(F)C(F)(F)C(F)(F)C(F)(F)C(F)(F)C(F)F)cc1	12%	-0.5	-6	2	-11%	5%	-10	-7%	-0.3
O=C(NCCc1ccccc1)c1ccc(CS(=O)(=O)c2ccc(Cl)cc2)o1	-6%	-0.6&-0.3	-4&0	3&4	3%&-1%	4%&1%	31*	-5%	-0.3
COc1ccc(C(=O)NC(=S)Nc2ccc(CN3CCOCC3)cc2)cc1Cl	33%	1.6	-2	5	-6%	5%	-3	2%	1.3
COC(=O)c1ccc(/C=C/C(=O)c2ccc(OC)cc2)cc1	10%	0.3	-2	19	-10%	3%	3	1%	1.5
CCOC(=O)c1[nH]c2ccccc2c1NC(=O)c1cc(Cl)ccc1Cl	71%[activator]	1.3	-3	2	-12%	-26%	.	121%[activator]	-0.6
NS(=O)(=O)c1ccc(NC(=O)CSc2ncn[nH]2)cc1	9%	0.5	-1	5	-10%	-5%	-2	4%	0.9
CC(=S)/C=C1\Sc2ccccc2N1C	25%	-0.9	0	7	?	8%	19	3%	0.1
O=C(NCCc1ccc2c(c1)OCCO2)c1cccc(F)c1	7%	0.3	5	-1	-26%	-7%	-4	2%	-0.5
O=C(NCc1ccco1)C1CCC(CNS(=O)(=O)c2cccc3cccnc23)CC1 (configuration not stated)	-8%	0.0	-13	-5	-23%	10%	7	4%	-0.3
CCC(C)NC(=O)C1CCN(S(=O)(=O)c2ccc(Br)s2)CC1 (configuration not stated)	14%[57.1 µM]	-0.8	-1	-3	-16%	1%	8	-17%[57.1 µM]	0.1
O=C(CN1CCN(C(=O)c2ccccc2)CC1)Nc1cccc(S(=O)(=O)N2CCCC2)c1	-17%	0.1	-5	-3	1%	-2%	-30	-4%	-0.9
COc1ccc(OCCn2cc(/C=N/NC(=O)c3ccncc3)c3ccccc32)cc1	2%	-0.3	19	-1	-8%	0%	10	8%[0.457 µM]	2.0
O=[N+]([O-])c1cccc2c(N3CCCC3)ccnc12	-1%[57.1 µM]	0.2	-3	5	-17%	16%	3	-7%[57.1 µM]	-1.3
CCCCCOc1ccc(/C=N/NC(=O)c2nnn(-c3nonc3N)c2CN2CCCCCC2)cc1	51%[activator]	.	.	1	?	8%	.	3%	.
Cc1ccc(S(=O)(=O)NCC(=O)OCC(=O)NCc2ccc(F)cc2)cc1	9%	-0.6	1	1	-18%	5%	-2	1%	-0.5
O=C(N/N=C/c1ccc(F)cc1)c1cccc(NC(=O)c2ccc(F)cc2)c1	12%[57.1 µM]	-0.8	22	1	-7%	0%	23	0%[57.1 µM]	0.7
COC(=O)c1cc2c(ccn2-c2ccc(F)cc2)n1C(C)C	-8%	0.2	-1	4	-25%	2%	-21	1%	0.0
COc1c(N2CCN(C(=S)Nc3ccccc3F)C(C)C2)c(F)cc2c(=O)c(C(=O)O)cn(C3CC3)c12 (configuration not stated)	-3%	0.0	-2	2	-29%	4%	-6	64%[activator]	-0.1
COc1cccc(CN(C)C(=O)c2ccc(NC(=O)CC3SC(N4CCCCC4)=NC3=O)cc2)c1OC (configuration not stated)	8%	.	.	4	-12%	1%	.	4%	.
CCN(CC(=O)NC1CCS(=O)(=O)C1)S(=O)(=O)c1ccc(Br)cc1 (configuration not stated)	24%	.	.	1	-26%	2%	.	10%	.
Cc1nc2ccc(S(=O)(=O)c3ccc4nc(C)[nH]c4c3)cc2[nH]1	20%[57.1 µM]	-0.4	4	4	-5%	-2%	11	8%[57.1 µM]	-1.2
Cc1ccc(-c2noc(CN(C(=O)c3cccs3)C(C)C)n2)cc1	4%	-0.2	7	1	6%	3%	4	6%[57.1 µM]	-0.9
Cc1cccc(N2CCN(C(=O)c3ccc4c(c3)CCN4S(=O)(=O)c3ccccc3)CC2)c1C	24%	0.5	-1	-2	-16%	0%	.	4%	.
CCn1cc2nc(SCC(=O)Nc3ccc(OC)cc3OC)n(Cc3ccc(OC)cc3)c(=O)c2n1	14%	0.5	6	5	-14%	2%	1	-5%	-1.7
CC(=O)N1CCc2cc(Br)cc(S(=O)(=O)NCCc3ccc(Cl)cc3)c21	19%	-0.1	7	-2	-24%	0%	.	5%	0.1
Cc1ccc(C)c(NC(=O)CN2C(=O)NC(C)(c3ccc4c(c3)OCCO4)C2=O)c1 (configuration not stated)	41%	1.1	-7	1	-14%	-3%	-10	3%	1.6
CCOC(=O)N1CCC(NC(=O)c2ccc3c(c2)N(Cc2ccccc2)CCS3)CC1	64%[activator]	-1.1	-16	-2	-20%	-1%	3	89%[activator]	-0.4
COc1ccc(S(=O)(=O)N(CC(=O)NCCc2ccccc2)c2ccc(Cl)cc2)cc1	-2%	-1.4	4	1	-15%	7%	.	-3%	-2.3
COc1ccc(-n2ncc3c(Nc4cccc(C)c4)ncnc32)cc1	1%	3.0	3	-8	-26%	9%	-20	5%	0.7

Whole records, quoted from the list. Values in the order: rTrxR1 inhibitor	TRHR ag	TRHR PAM	PI4K2A block	USP1-UAF1 inh	IDH1 R132H inh	D2 antagonist	TrxR1 substrate	D2 ag
CCOC(=O)N1CCC(NC(=O)c2ccc3c(c2)N(Cc2ccccc2)CCS3)CC1 as listed: 64%[activator]	-1.1	-16	-2	-20%	-1%	3	89%[activator]	-0.4
CCn1cc2nc(SCC(=O)Nc3ccc(OC)cc3OC)n(Cc3ccc(OC)cc3)c(=O)c2n1 as listed: 14%	0.5	6	5	-14%	2%	1	-5%	-1.7

Three compounds out of the list, sorted by heavy-atom count, lowest first:
SMILES	rTrxR1 inhibitor	TRHR ag	TRHR PAM	PI4K2A block	USP1-UAF1 inh	IDH1 R132H inh	D2 antagonist	TrxR1 substrate	D2 ag
CC(=O)N1CCc2cc(Br)cc(S(=O)(=O)NCCc3ccc(Cl)cc3)c21	19%	-0.1	7	-2	-24%	0%	.	5%	0.1
Cc1ccc(C)c(NC(=O)CN2C(=O)NC(C)(c3ccc4c(c3)OCCO4)C2=O)c1 (configuration not stated)	41%	1.1	-7	1	-14%	-3%	-10	3%	1.6
Cc1cccc(N2CCN(C(=O)c3ccc4c(c3)CCN4S(=O)(=O)c3ccccc3)CC2)c1C	24%	0.5	-1	-2	-16%	0%	.	4%	.
